Source: PubChem BioAssay (The Scripps Research Institute Molecular Screening Center)
UHRF1 MBD2 ctr: UHRF1 methylated DNA binding inhibitors, primary screen, counter-screen for MBD2 inhibitor project, biochemical, TR-FRET, human UHRF1, single concentration; UHRF1 binding to methylated oligo; inhibition, % at 4.4 µM; 0.75% of 370,000 active; in the data active = inhibition above about 21%;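 note: UHRF1 SRA domain binding a hemimethylated CpG hairpin DNA probe; 0% = median of test compound wells and 100% = reference inhibitor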
Target sequence (Q96T88 whole entry, looked up, the tested form may be a part): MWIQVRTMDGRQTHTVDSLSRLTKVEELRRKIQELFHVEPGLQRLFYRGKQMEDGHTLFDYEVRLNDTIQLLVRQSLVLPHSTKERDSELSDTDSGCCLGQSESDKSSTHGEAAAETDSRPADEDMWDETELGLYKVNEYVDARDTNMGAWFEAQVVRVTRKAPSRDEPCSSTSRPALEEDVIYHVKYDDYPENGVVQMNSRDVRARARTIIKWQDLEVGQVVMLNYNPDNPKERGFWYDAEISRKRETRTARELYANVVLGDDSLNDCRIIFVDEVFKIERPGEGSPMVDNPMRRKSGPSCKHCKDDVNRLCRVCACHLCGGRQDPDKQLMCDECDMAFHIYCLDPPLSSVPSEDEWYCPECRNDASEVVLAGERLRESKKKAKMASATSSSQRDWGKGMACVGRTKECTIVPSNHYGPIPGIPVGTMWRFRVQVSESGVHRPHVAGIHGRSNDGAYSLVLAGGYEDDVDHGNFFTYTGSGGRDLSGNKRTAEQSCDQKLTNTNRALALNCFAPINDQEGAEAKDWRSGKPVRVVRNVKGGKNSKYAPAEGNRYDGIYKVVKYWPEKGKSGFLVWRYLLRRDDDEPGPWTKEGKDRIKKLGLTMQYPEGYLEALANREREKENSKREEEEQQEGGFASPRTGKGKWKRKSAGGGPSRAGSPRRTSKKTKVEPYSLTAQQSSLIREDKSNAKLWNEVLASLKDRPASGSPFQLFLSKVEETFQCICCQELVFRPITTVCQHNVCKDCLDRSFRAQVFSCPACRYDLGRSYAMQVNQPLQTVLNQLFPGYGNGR
Tn7 DDE FP: inhibitors of Tn7 peptide binding to fibrin DD(E), primary screen, biochemical, fluorescence polarization, human fibrin, Tn7 probe | 0.13% of 370,000 active | FP displacement of FITC-Tn7 peptide from fibrin DD(E); 0% = median of compound wells per plate | inhibition, % at 8.3 µM | Fibrinogen beta chain (Homo sapiens), P02675 | AID 720508, 2013;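 active = inhibition above the mean of compounds falling within the control limits plus 3 SD of them, cut at about 14% in these data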;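 note: 0% = plate median of compound wells and 100% = 10 µM Aha-Tn7 peptide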
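System: human fibrin DD(E); quantity: Fibrin-DD(E) at 2 µM final; also added: fluorescent Tn7 probe at 0.1 µM; compound dosing: single nominal test concentration of 8.3 µM per compound; schedule: 10 min preincubation, 3 h with tracer, room temperature; detection: fluorescence polarization of the labelled Tn7 tracer; repeats: one replicate per compound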
PLCb3 inh: human PLC-beta3 inhibitors, primary screen, biochemical, fluorescence. 1-phosphatidylinositol 4,5-bisphosphate phosphodiesterase beta-3 (Homo sapiens), Q01970. Purified PLC-beta3, fluorogenic substrate. inhibition, % at 12.2 µM. 0.18% of 370,000 active; in the data active = inhibition above about 11%;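 note: 0% = median of compound wells on plate and 100% = full blocker control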
ASAP1 inh: inhibitors of human ASAP1 ArfGAP activity, primary screen, biochemical, fluorescence polarization; ASAP1-stimulated ARF1 GTP hydrolysis, GDP FP detection; inhibition, % at 16.5 µM; 0.19% of 360,000 active; in the data active = inhibition above about 25%;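 note: 0% = vehicle with enzyme and substrate and 100% = no enzyme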
ADAM17 inh: ADAM17 inhibitors, primary screen, biochemical, QFRET; Disintegrin and metalloproteinase domain-containing protein 17 (Homo sapiens), P78536; recombinant ADAM17, EDANS/DABCYL FRET peptide cleavage; inhibition, % at 6.95 µM; 0.83% of 370,000 active; AID 720648, 2013;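 active = inhibition above the mean of compounds lying between control limits plus 3 SD, set per campaign, cut at about 8.5% in these data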;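 note: 0% = DMSO-only wells as the low control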
KLK7 zymogen act: proKLK7 zymogen activators, primary screen, biochemical, fluorescence intensity. 0.9% of 370,000 active. AID 652039, 2013. purified proKLK7, EDANS-DABCYL substrate fluorescence; 100% is mature enzyme control, 0% vehicle. Kallikrein-7 (Homo sapiens), P49862. activation, % at 7 µM;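 active = activation above the mean of all tested compounds plus 3 SD, computed per campaign excluding outliers beyond control limits, cut at about 13% in these data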
PLC-gamma1 inh: PLC-gamma1 enzyme inhibitors, primary screen, biochemical, fluorescence, purified enzyme | 0.84% of 370,000 active | inhibition, % at 12.2 µM | AID 720700, 2013 | fluorogenic substrate; in the data active = inhibition above about 9.5%
ARFGAP1 inhibitor: inhibitors of rat ARFGAP1 GAP activity, primary screen, biochemical, fluorescence polarization, GDP tracer | AID 651572, 2012 | 0.26% of 360,000 active | inhibition, % at 16.5 µM | ADP-ribosylation factor GTPase-activating protein 1 (Rattus norvegicus), Q62848 | Arfgap1-stimulated ARF1 GTP hydrolysis, GDP FP detection;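 active = inhibition above a per-plate limit, mean inhibition of low control wells plus 3 SD, cut at about 25% in these data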;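 note: 0% = DMSO wells with enzyme and 100% = wells lacking Arfgap1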
Target sequence (Q62848 1-136 limits assumed): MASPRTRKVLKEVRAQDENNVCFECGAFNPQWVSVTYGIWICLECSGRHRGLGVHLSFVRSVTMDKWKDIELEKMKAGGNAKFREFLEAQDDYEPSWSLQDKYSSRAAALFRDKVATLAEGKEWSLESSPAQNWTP
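Material: truncated rat Arfgap1 GAP domain; Incubation: compound-enzyme preincubation 20 min, reaction 120 min, detection 60 min, 25 °C; Read-out: percent inhibition of Arfgap1-stimulated GTP hydrolysis; Technique: FP, GDP Alexa 633 tracer displaced from anti-GDP antibody, 620/688 nm; Controls: No-Arfgap1 wells (100%) versus DMSO full-reaction wells (0%); Replication: single well per compound.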
DDE Tn6 FP inh: inhibitors of Tn6 peptide binding to fibrin DD(E), primary screen, biochemical, fluorescence polarization, human fibrin, Tn6 probe; Fibrinogen beta chain (Homo sapiens), P02675; Fibrin DD(E) TRITC-Tn6 fluorescence polarization displacement; inhibition, % at 8.3 µM; 0.21% of 370,000 active;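 active = inhibition above a per-campaign cutoff: mean of compounds within control limits plus 3 SD, cut at about 15% in these data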;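 note: 0% = median of all compound wells on the plate and 100% = blocking peptide control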
MBD2 inh: inhibitors of MBD2 binding to methylated DNA, primary screen, biochemical, TR-FRET, DNA-binding domain, human; MBD2 binding to methylated oligonucleotide; 0.31% of 370,000 active; Methyl-CpG-binding domain protein 2 (Homo sapiens), Q9UBB5; inhibition, % at 4.4 µM; in the data active = inhibition above about 13%
Numbers without * were called inactive; nt = no result given.

canonical_smiles	UHRF1 MBD2 ctr	Tn7 DDE FP	PLCb3 inh	ASAP1 inh	ADAM17 inh	KLK7 zymogen act	PLC-gamma1 inh	ARFGAP1 inhibitor	DDE Tn6 FP inh	MBD2 inh
COc1cc(NC(=O)C2CCCN(S(=O)(=O)c3ccc(C)c(C)c3)C2)cc(OC)c1 (stereo not given)	3	-10	3	nt	8	0.3	1	nt	4	3
CCCC(=O)NC(c1ccco1)c1cc(Cl)c2cccnc2c1O (stereo not given)	-9	1	-18	5	1	-1.2	-16	0	-3	-1
Cc1ccc(-c2cc(C(F)F)nc(N3CCC(C)CC3)n2)cc1	4	-9	3	-1	0	-0.1	5	3	1	3
O=C1/C(=C\c2ccc([N+](=O)[O-])cc2)CS(=O)(=O)C/C1=C/c1ccc([N+](=O)[O-])cc1	-3	5	0	-6	3	-0.7	3	-11	-3	-6
CCCOc1ccc(/C=N/NC(=O)CSc2ccccn2)cc1OC	-2	1	-5	-11	0	0.1	1	14	1	-3
COc1ccc(N(CC(=O)Nc2ccc(C)cc2)S(=O)(=O)c2c(C)noc2C)cc1	0	-3	-4	-5	-3	0.2	3	-3	11	1
O=C(c1c(F)cccc1Cl)N1CCN(S(=O)(=O)c2ccc3c(c2)OCCCO3)CC1	3	-1	-1	4	0	0.2	2	5	-2	-4
CN(C)c1ccnc(C(=O)O)c1	0	0	3	-16	-3	0.3	1	6	4	4
Cc1ccccc1NC(=O)c1sc2nc3c(c(-c4ccco4)c2c1N)CCC3	14	-5	-59	9	-10	-0.3	-52	8	-1	5
Cc1ccnc(NS(=O)(=O)c2ccc(NC(=O)C(C)(C)C)cc2)n1	1	-2	3	1	1	-0.5	3	-1	1	-3
COC(=O)c1sccc1NC(=O)c1ccco1	0	-4	-3	-8	-6	0.1	2	-5	4	2
CCc1ccc(S(=O)(=O)N/N=C\c2cn(CC(N)=O)c3ccccc23)cc1	-2	-8	-4	4	3	0.2	2	-3	5	-4
COc1cc(C(=S)N2CCOCC2)cc(OC)c1OC(=O)c1cccc(C)c1	-1	-1	-6	-12	3	-0.3	0	0	3	6
Cn1c(SCc2ccc(Br)cc2)nc2c(c1=O)SCC2	-1	1	2	10	-1	-0.1	5	-4	9	-1
Cn1sc(NC(=O)c2ccccc2)nc1=O	-2	0	-2	7	1	-0.6	0	0	5	0
COc1ccc(S(=O)(=O)N2CCOCC2)cc1NC(=O)c1ccc(=O)[nH]c1	-5	4	-9	1	0	-0.1	-4	-3	-2	-2
Cc1cnc(C(=O)NCC(c2ccccc2)c2ccccc2)cn1	2	7	-9	-2	-5	0.8	2	0	-6	3
Cc1cccn2c(=O)c3cc(C(=O)NC4CCCC4)c(=N)n(C4CCCC4)c3nc12	-4	4	-485	-10	-473	-10	-382	-1	-1	1
O=C(NC1CCCc2ccccc21)C1CCN(c2nnc(-n3cccc3)s2)CC1 (stereo not given)	-2	3	-1	0	-2	0.5	4	-7	2	-2
CCOc1ccc(N2C(=O)CC(Sc3nnnn3-c3ccccc3)C2=O)cc1 (stereo not given)	3	6	-3	0	-2	-0.5	1	6	-5	5
FC(F)(F)c1cccc(N2CCN(C(=S)NC3CCCC3)CC2)c1	1	-2	5	-8	0	0.6	3	-4	4	7
C[C@@H]1[C@@H](O)C[C@@]2(C[C@H](O)c3cc(Cl)cc(Cl)c3O2)O[C@H]1c1ccccc1Cl	-3	-10	-1	nt	6	0.7	1	nt	-3	-5
O=C(Cc1ccccc1Cl)N1CCOCC1	0	6	-3	-5	-3	-0.3	-1	0	2	1
CCC(c1nnnn1C(C)(C)C)N1CCN(C/C=C/c2ccccc2)CC1 (stereo not given)	3	9	-2	-1	-3	0.1	-1	8	-2	4
Cc1cccc(CCNC(=O)C2CCCN(c3cnccn3)C2)c1 (stereo not given)	2	0	-47	-3	-12	0.0	-30	3	-1	-7
O=c1c(Cc2ccccc2)c(O)ccn1Cc1ccc2c(c1)OCO2	-1	-1	-6	5	0	-0.1	2	0	3	1
CN(C)S(=O)(=O)c1cccc(NC(=O)COc2cccc3ccccc23)c1	0	4	-6	5	1	0.5	1	-2	-4	-2
COc1ccccc1C(=O)Nc1c[nH]c(=O)[nH]c1=O	0	1	-8	3	-3	0.1	-1	0	6	0
CC(C)(C)N(NC(=O)Nc1ccccc1)C(=O)c1ccccc1	-1	1	8	3	-2	-0.2	13*	7	1	-7
NC(=O)C1CCN(C(=O)c2ccc(Oc3cc(Cl)cc(Cl)c3)o2)CC1	1	-9	-6	-9	-4	-0.1	0	-2	-7	0

3 of the entries above in order of their number in MBD2 inh, falling.
| compound | MBD2 inh |
| --- | --- |
| CN(C)c1ccnc(C(=O)O)c1 | 4 |
| COc1ccc(N(CC(=O)Nc2ccc(C)cc2)S(=O)(=O)c2c(C)noc2C)cc1 | 1 |
| COc1ccccc1C(=O)Nc1c[nH]c(=O)[nH]c1=O | 0 |

(more compounds)
canonical_smiles	UHRF1 MBD2 ctr	Tn7 DDE FP	PLCb3 inh	ASAP1 inh	ADAM17 inh	KLK7 zymogen act	PLC-gamma1 inh	ARFGAP1 inhibitor	DDE Tn6 FP inh	MBD2 inh
COc1cc2nc(N(CCN(C)C)C(=O)c3ccc(S(=O)(=O)N(C)CC4CCCO4)cc3)sc2cc1OC (stereo not given)	0	1	-4	-5	1	-0.1	-1	7	-6	0
CC(=O)NC(c1ccco1)c1cc(Cl)c2cccnc2c1O (stereo not given)	-5	2	-47	16	3	0.5	-35	1	-6	-7
O=C(NC1CCS(=O)(=O)C1)/C(=C\c1ccccc1)NC(=O)c1ccccc1 (stereo not given)	0	-1	-3	-9	-5	0.1	1	-3	-3	0
COc1ccc(/C=C(\C#N)C(=O)NCc2cccs2)cc1OC	-7	9	-4	-5	-6	-0.5	-3	-5	-10	-8
O=C(OCc1nnc(-c2ccccc2)o1)c1ccc([N+](=O)[O-])o1	0	-2	-7	-2	-7	0.1	1	-12	-1	0
Cc1cccc(-n2c(-c3csc4ccccc34)n[nH]c2=S)c1	2	1	-6	-1	-3	-0.8	-4	3	2	-5
COc1ccccc1N1CCN(S(=O)(=O)c2ccc(NC(C)=O)cc2)CC1	17	3	-2	7	2	1.0	1	9	6	0
Cc1ccc(Cl)c2c(N=Nc3ccccc3)c(O)[nH]c12	0	-5	-2	-7	3	0.4	3	-12	5	-4
Nc1c(C(=O)NCc2cccs2)nnn1CC(=O)Nc1cccc(Cl)c1	1	-3	-2	4	-4	-0.1	-1	9	-4	3
CC1CN(Cc2nc3c(c(=O)n(C)c(=O)n3C)n2CCN2CCOCC2)CC(C)O1 (stereo not given)	-2	9	4	4	2	-0.8	7	-15	7	3
COc1cccc(CNC2CCCCCCC2)c1OC	1	0	-7	-3	-5	-1.0	0	-3	4	6
O=C(c1cnsn1)N1CCC(CO)(Cc2ccc(Cl)cc2)CC1	6	5	-3	-4	0	-0.1	3	2	5	1
O=C(CSc1nnc(CNC(=O)c2c(F)cccc2Cl)o1)c1ccccc1	3	-3	0	1	-1	-0.3	4	4	-1	-3
CCCn1nnc(NC(=O)c2ccc(OCC)c(Cl)c2)n1	3	-1	3	-5	-6	-0.5	2	13	-6	4
O=C(CN(c1ccccn1)S(=O)(=O)c1ccccc1)Nc1ccccc1	2	11	-14	-2	-23	0.1	-14	0	3	1
CCOC(=O)c1cnc2c(OC)cccc2c1N1CCN(c2ccc(OC)cc2)CC1	3	-1	-2	0	0	0.0	-4	9	-4	-2
COc1ccccc1C1c2c(C)nn(-c3ccccc3)c2NC(=O)C1NC(=O)c1ccccc1 (stereo not given)	1	-8	1	19	0	0.0	1	-3	-4	-3
CCC(=O)N(C)C[C@H]1Oc2cc(-c3cccnc3)ccc2S(=O)(=O)N([C@H](C)CO)C[C@H]1C	1	1	-2	-13	0	0.0	1	0	-3	-1
Cn1c(CCC(=O)Nc2ccc(F)cc2)nc2cc(S(=O)(=O)N3CCOCC3)ccc21	2	4	-12	0	-1	0.3	-1	4	-6	-2
O=C1CSC(c2ccccc2[N+](=O)[O-])N1CCc1ccccc1 (stereo not given)	-1	0	-1	-1	-2	-0.2	-2	-5	-4	-2
COc1ccc(OC)c(C(=O)COC(=O)COc2ccccc2)c1	2	6	-6	-8	-1	0.8	-7	-7	2	-7

Structures above shown as hits in PLC-gamma1 inh.
structure,Tn7 DDE FP,PLCb3 inh,ASAP1 inh,ADAM17 inh,KLK7 zymogen act,PLC-gamma1 inh,ARFGAP1 inhibitor,DDE Tn6 FP inh,MBD2 inh
CC(C)(C)N(NC(=O)Nc1ccccc1)C(=O)c1ccccc1,1,8,3,-2,-0.2,13*,7,1,-7
